Assay outcomes: PubChem, several laboratories
KLF5 inhibitor – inhibitors of KLF5 expression; inhibition, % at 5 µM; DLD-1 KLF5 promoter-luciferase reporter, luminescence; hit rate 0.23% among 290,000;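 active = inhibition above a per-plate limit of that plate's mean compound inhibition plus 3 SD, cut at about 60% in these data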;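 also: 0% = DMSO wells and 100% = LY294002 at 200 µM; higher means less KLF5 promoter-driven luciferase light; inactives centre near -14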
IEC-6 tox – counter-screen for KLF5 inhibitors: cytotoxicity in IEC-6 cells; IEC-6 cytotoxicity, luminescence viability; inhibition, % at 5 µM; hit rate 0.78% among 290,000; in the data active = inhibition above about 22%;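 also: 0% = plate median of test compound wells and 100% = cytotoxic reference compound wells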
HIF activator – HIF pathway transcriptional activation | U2OS HRE-luciferase reporter, luminescence; normalized: DMSO 0%, desferrioxamine 100% | hit rate 0.32% among 300,000 | activation, % at 7.5 µM (by protocol);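 active = mean activation of at least 10% of the iron chelator positive control signal, with at least half of replicates also reaching 10%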
SKKanGAS inh – inhibitors of SKKanGAS S. pyogenes growth in kanamycin (SK-promoter or general growth effect); BacTiter-Glo, 6 h; inhibition, % at 7.5 µM; hit rate 1.3% among 300,000;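 active = mean replicate score, as percent of positive control median, at least 50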;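 also: strain carries kanamycin resistance gene driven by streptokinase promoter and grows in 40 µg/ml kanamycin; loss of luminescence reflects streptokinase promoter inhibition or plain growth inhibition; 0% = median of DMSO wells and 100% = positive control at its reference dose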
HSP90 inh – blocks HSP90-mediated luciferase refolding in reticulocyte lysate; Rabbit reticulocyte lysate, luciferase refolding luminescence, 3 h; inhibition, % at 5.6 µM; hit rate 0.91% among 290,000; AID 1789;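 active = inhibition above the screen-wide mean plus 3 SD, computed separately per campaign, cut at about 16% in these data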;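 also: 0% = DMSO wells and 100% = 60 µM geldanamycin wells; inhibitors lower the luminescence because luciferase stays unfolded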
Platelet DG rel – platelet dense granule release activity | human platelet-rich plasma, SFLLRN dense granule ATP release, luminescence | inhibition, %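 (compounds screened at 7.5 µM in platelet-rich plasma)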 | hit rate 0.22% among 300,000 | AID 1663;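 active = mean replicate score, as percent of positive control, at or above 50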
HSF1 inhib – HSF1 inhibition; hit rate 0.77% among 300,000; AID 2098; activity change, negative = inhibition, % at 7.5 µM (by protocol); NIH3T3-HGL HSE-luciferase, MG132-induced, luminescence 8 h; hits give low values;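 active = more than half of replicate wells show activity change below -50%, luminescence cut by over half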;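 also: luciferase reports HSF-1 transcriptional activity via heat shock element; 0% = median of DMSO wells and -100% = zero luminescence signal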
AI-2 QS modul – modulates the Vibrio harveyi AI-2 quorum sensing system. Vibrio harveyi JMH597 AI-2 luminescence/OD600 ratio, 9 h; hits give low values; strain lacks LuxN and CqsS sensors; 0 = neutral-control median. activity change, % at 7.5 µM. hit rate 0.4% among 300,000; in the data active = activity change below about -75%, passing the limit was not always enough;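 also: luminescence divided by OD600 gain over 9 h not by final OD600 alone; inactives centre near 13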
HSF1 activator – increases HSF-1 driven luciferase reporter signal. hit rate 1.7% among 300,000. NIH3T3-HGL HSF-1 luciferase reporter, MG132, 8 h; 100% = twice DMSO control signal. activation, % at 9 µM;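 active = mean replicate activation of at least 50% with a set share of replicates each reaching 50%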;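 also: 0% = median of the neutral control wells and 100% = twice that signal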
aSyn 5UTR inh – 5' untranslated region of α-synuclein, MLPCN primary screen | alpha-synuclein 5'UTR reporter, inhibitor activity | inhibition, % (tested at 7.5 µM) | hit rate 0.82% among 300,000 | AID 1813; in the data active = inhibition above about 60%;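 also: H4 neuroglioblastoma cells stably carrying SNCA 5'UTR luciferase fusion; 0% = DMSO wells and 100% = positive control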
Numbers without * were called inactive; · = no result given. Rows were taken by chance. About 6% of those tested had a hit in this group.

SMILES	KLF5 inhibitor	IEC-6 tox	HIF activator	SKKanGAS inh	HSP90 inh	Platelet DG rel	HSF1 inhib	AI-2 QS modul	HSF1 activator	aSyn 5UTR inh
O=C(Cn1nc2ccccc2n1)N/N=C/c1ccc(F)cc1	-22.3	-0.4	0.0	-8.4	4.2	-11.1	-5.3	2.9	0.4	19.0
O=C(CCN1CCN(c2ccccc2)CC1)Nc1ccc(OCc2ccccc2)cc1	-16.9	1.2	2.3	2.6	-4.8	10.9	-23.9	10.6	-41.1	12.3
COc1ccccc1C(=O)Nc1ccc(CN2CCCCC2)cc1	-28.8	-3.7	-25.5	20.2	-0.3	2.4	2.2	47.4	6.2	-30.6
CCOCCCNC(=O)CCN1C(=O)c2ccccc2Sc2ncccc21	-5.1	10.9	0.8	3.6	4.2	-0.9	4.1	9.0	-16.8	3.9
COC(=O)c1ccc2c(c1)C(C)(C)C(/C=C/c1ccc(OC)c(OC)c1OC)=[N+]2C	5.9	11.1	0.2	-2.5	4.6	4.4	-12.7	15.2	-14.2	101.6*
CCc1ccc(OC)c(-c2csc(N)n2)c1	3.7	0.9	0.1	-3.7	-2.5	2.0	-17.0	2.7	-33.0	9.8
Cc1ccc(Cl)cc1N1CCN(CC(=O)NC2CCCc3ccccc32)CC1 (stereo unspecified)	1.2	3.6	-0.2	-3.9	2.9	5.5	-7.9	21.3	27.6	-2.9
CCN(CC(=O)NCc1cccs1)C(=O)/C=C/c1cccc(OC)c1OC	·	·	0.6	-22.8	·	-7.9	4.0	28.3	0.8	-3.9
COc1ccc(OC)c(NC(=O)c2cc3ccccc3cc2OC)c1	-45.1	10.3	1.0	6.4	2.8	-3.2	12.1	-2.3	10.5	-23.8
CCC12CN3CCN(CC(C3)/C1=N\NC(=O)c1ccc(Cl)cc1)C2	-15.9	8.3	-0.2	-14.7	-1.6	-1.6	6.0	11.6	34.6	4.9
O=C(CSc1ccccc1)N/N=C/c1ccccc1O	-24.1	-7.7	4.2	4.7	10.4	-1.9	-4.6	-24.2	21.4	26.4
COc1ccc(C)cc1NC(=O)NC1CCN(Cc2ccccc2)CC1	-19.4	11.4	-0.3	-0.3	4.1	-10.2	-7.3	5.2	-7.6	11.2
CCN(CC)CCNCc1cc(Cl)ccc1OCc1ccccc1F	-16.5	-1.3	0.7	27.3	2.2	-1.9	-61.4*	14.7	-71.3	10.5
C=CCOc1ccc(/C=N/O)cc1Cl	-2.8	1.5	1.0	-0.5	-2.0	-6.9	-3.6	27.9	4.5	42.0
COc1cccc(CNC(=O)C2CCN(S(=O)(=O)N3CCCCC3)CC2)c1	-16.1	-2.3	0.0	-6.8	-0.8	5.2	1.3	-1.3	9.7	-21.8
CCC(=O)NC(NCC1CCCO1)C(Cl)(Cl)Cl (stereo unspecified)	4.4	0.6	-0.3	-1.7	4.4	2.5	0.5	4.9	-3.9	4.2
O=C(Nc1cc(Cl)ncn1)c1ccccc1	·	·	1.8	-5.3	·	0.9	0.0	20.5	11.2	-13.6
Clc1ccc(-n2ncc3c(NCC4CCCO4)ncnc32)cc1 (stereo unspecified)	-131.2	1.4	3.7	4.5	-0.9	-15.3	-3.2	20.2	-3.4	-89.0
COc1ccc(CC(=O)Nc2sc3c(c2C(N)=O)CCCC3)cc1OC	-15.1	-0.1	0.5	6.1	0.1	7.3	0.3	14.9	2.0	9.0
Cc1ccccc1-n1nc(C)c2cc(C(=O)NC3CC3)sc21	-20.0	1.5	0.1	5.8	2.6	1.4	-2.6	54.0	-6.6	20.4
CCOC(=O)c1c(C)[nH]c(NC(=O)Nc2c(C)n(C)n(-c3ccccc3)c2=O)c1C	-8.5	0.6	-0.1	4.1	-3.5	-0.3	-0.3	25.6	-2.1	5.9
Cc1nnc(Nc2ccccc2F)s1	-38.9	1.1	0.0	17.0	2.4	-3.3	-2.2	·	-0.5	-38.7
COc1ccnc(N2CCN(c3ccc(Cl)cc3)CC2)c1C#N	-80.6	4.4	1.0	6.3	1.0	-0.2	10.3	8.4	11.6	18.7
CC(=O)NC1C(=O)N(C)c2ccc(Br)cc21 (stereo unspecified)	-3.2	-0.6	0.2	-2.1	0.4	1.0	0.2	13.6	2.6	15.1
CC(=O)Nc1cccc(C(=O)N/N=C/c2ccccc2F)c1	-54.1	6.2	1.6	-3.7	2.9	-5.9	13.6	17.9	25.5	-109.0

The list goes on.
SMILES	KLF5 inhibitor	IEC-6 tox	HIF activator	SKKanGAS inh	HSP90 inh	Platelet DG rel	HSF1 inhib	AI-2 QS modul	HSF1 activator	aSyn 5UTR inh
FC(F)(F)c1nnc2ccc(NCc3ccccc3)nn12	-22.6	6.7	-0.1	1.9	1.2	-1.6	9.5	21.9	10.8	11.3
Cc1noc(NS(=O)(=O)c2ccc(NC(=O)/C=C/c3ccc(Br)cc3)cc2)c1C	-29.8	1.5	·	·	3.0	·	·	46.0	·	·
COc1cc(OC)c(NS(=O)(=O)c2ccc(Cl)c(C(=O)OC(C)C(=O)N3CCCC3)c2)cc1Cl (stereo unspecified)	-3.9	1.1	-0.2	-1.0	-1.2	-7.8	-1.4	7.2	8.1	-5.0
O=C(Nc1cccnc1)c1ccc(C(=O)Nc2cccnc2)cc1	4.1	5.0	0.6	-0.1	1.4	1.6	-11.8	5.4	6.2	12.8
Cc1ccc(NC(=O)c2nc[nH]c2C(=O)N[C@@H](CCCCNC(=O)OC(C)(C)C)C(=O)OC(C)(C)C)cc1	·	·	-0.2	76.8*	·	7.5	1.4	6.5	-4.7	11.3
CCOC(=O)c1cn(-c2c(Cl)cccc2Cl)c2cc(Cl)c([N+](=O)[O-])cc2c1=O	-11.6	-4.0	0.0	7.5	-1.4	2.8	56.3	19.7	103.7*	-89.6
CC(C)(C)n1nc2c(c1NC(=O)c1cc3ccccc3o1)CSC2	-0.6	-5.5	-0.7	6.0	-4.3	3.3	3.3	47.6	14.0	18.8
CCOc1ccc(C(=O)N2CCCC(c3nc(-c4ccc(C)o4)no3)C2)cc1 (stereo unspecified)	-10.6	-7.4	-0.6	-5.9	-6.0	-1.4	-9.4	15.8	11.1	-8.7
O=C(Nc1ccc(Cl)cc1)Nc1nnc(CSCc2ccc(Cl)cc2)s1	-14.3	-0.9	-0.2	-2.4	0.8	1.6	-8.3	24.2	-11.8	14.6
COc1ccc(NC(=O)C2=C(C)Nc3nc(CCCO)nn3C2c2ccc(OC)c(OC)c2)cc1 (stereo unspecified)	-28.6	-4.4	0.0	4.1	-0.9	6.5	-1.3	10.7	-2.0	-22.3
COc1ccc(C)cc1NC(=O)COC(=O)c1ccccc1SCC(=O)N1CCCC1	·	·	-0.9	10.3	·	4.2	-0.1	-1.0	-6.0	0.3
O=C(COc1ccc(Cl)cc1)Nc1ccc2[nH]ncc2c1	-27.8	-6.0	0.3	-4.3	0.1	-10.8	-3.8	-18.8	2.0	-27.3
Cc1ccc2oc(=O)n(Cc3ccc(F)cc3)c2c1	-10.7	4.4	-1.1	0.8	-1.0	1.7	7.5	8.0	24.4	9.1
CC(=O)NCCOc1ccc2oc3ccccc3c2c1	-59.7	-2.6	3.0	-4.3	3.2	-1.0	18.3	22.9	23.3	-133.0
COc1ccc(CNCc2cccn2C)cc1	-11.9	0.1	0.7	-3.2	3.9	10.6	-2.3	12.5	18.0	3.6
O=C(Nc1ccccn1)C1COc2ccccc2O1 (stereo unspecified)	18.7	8.4	1.3	1.2	0.0	4.1	0.4	14.6	7.1	-176.8
CCNS(=O)(=O)c1ccc(CCC(=O)N2CCCC2)cc1	1.2	-0.2	-0.4	6.9	-0.5	5.4	1.1	-4.3	-18.9	13.2
COc1ccc(CNc2ncc(-c3ccc(F)cc3)n2C)cc1OC	-20.6	4.6	-1.0	-0.6	-3.0	-9.9	-3.8	39.8	13.9	-4.3
CCNC(=O)O/N=C1\CCCCC1c1ccc([N+](=O)[O-])cc1[N+](=O)[O-] (stereo unspecified)	-18.0	4.3	0.1	7.7	3.4	-0.6	-4.9	19.3	-3.8	-12.0
CS(=O)(=O)N(CC(=O)Nc1cc(Cl)ccc1Cl)c1ccccc1	-9.5	2.6	-0.1	-4.0	0.4	2.6	11.4	·	15.9	13.5
COc1ccc(CCN2C(=O)c3ccncc3C2=O)cc1OC	-6.2	-2.8	-0.3	-4.8	0.5	1.1	-1.1	2.0	6.9	8.4
Cc1ccccc1OCC(=O)Nn1c(COc2ccccc2)nc2ccccc2c1=O	-4.1	1.8	-0.1	21.7	2.6	4.0	-3.3	4.8	-15.1	15.6
Fc1cccc(-n2c(-c3ccco3)nc3nc4ccccc4nc32)c1	-14.4	-3.2	-0.5	3.5	3.0	4.0	-12.1	15.4	1.7	11.6
Cc1sc(NC(=O)c2oc3ccccc3c2C)c(C#N)c1C	-17.0	1.1	0.5	-8.9	1.6	-0.5	11.2	13.4	32.6	-107.1
O=C(Nc1ccc(O)cc1)/C(=C/c1ccco1)NC(=O)c1ccccc1	-6.4	-9.1	-0.4	-5.3	-0.9	4.3	-4.3	4.0	-0.8	11.0

Additional structures follow.
SMILES	KLF5 inhibitor	IEC-6 tox	HIF activator	SKKanGAS inh	HSP90 inh	Platelet DG rel	HSF1 inhib	AI-2 QS modul	HSF1 activator	aSyn 5UTR inh
O=C(COC(=O)[C@@H]1CC(O)CN1S(=O)(=O)c1ccccc1[N+](=O)[O-])Nc1ccc2ccccc2c1 (stereo partly specified)	-19.1	2.4	-0.1	-3.8	-0.2	-6.4	2.6	31.6	26.1	-18.9
COc1ccc(NC(=O)CSc2nncs2)cc1S(N)(=O)=O	-28.5	1.3	-0.2	0.3	1.1	4.6	-6.0	-2.2	-25.2	11.9
CC(=O)N1c2ccc(S(=O)(=O)NCCC(=O)Nc3ccc(F)cc3)cc2CC1C (stereo unspecified)	-16.8	0.2	0.1	-14.8	1.8	4.3	-0.8	15.0	2.8	13.6
CCCOC(=O)c1ccc(NC(=O)c2cc(OC)c(OC)c(OC)c2Br)cc1	-24.4	-4.7	-0.4	8.6	0.0	-0.3	-0.9	23.3	-6.6	28.0
Cc1sc2nc(-c3ccccc3)oc(=O)c2c1C	-21.2	4.5	2.6	-7.8	5.5	1.4	8.9	1.3	19.4	-60.8
O=C(NCc1cn2ccsc2n1)c1cccc(C(F)(F)F)c1	-13.9	-4.9	0.1	-5.1	1.2	0.3	-6.8	18.3	-0.6	22.6
CC1c2nc3ccccc3n2C(CC(=O)NCc2ccccn2)C(=O)N1Cc1ccccc1 (stereo unspecified)	-9.5	1.9	-0.8	-2.8	3.7	0.4	1.8	13.7	-4.8	1.8
O=C(CNC(=O)c1ccc2c(c1)OCCO2)N/N=C/c1ccc(O)cc1O	-21.4	-5.1	0.5	-4.6	-1.4	4.2	-3.3	4.6	8.9	22.3
CC(C)C(C(=O)NC(C)(C)C)N(CCN1CCOCC1)C(=O)CNS(=O)(=O)c1ccccc1 (stereo unspecified)	-25.6	7.4	0.1	-0.2	3.0	-12.2	4.4	0.7	18.4	2.1
CCS(=O)(=O)Nc1ccc(-c2nc3cccnc3s2)cc1	-109.5	2.6	-1.7	0.4	35.5*	17.0	-41.0	6.3	-54.3	-20.0
CN1CCN(CCCCOc2cccc3ccccc23)CC1	-14.2	-16.0	1.7	-4.1	-4.2	-2.6	5.9	9.4	3.5	-25.1
